bCat nuc transl = modulators of beta-catenin nuclear translocation. HeLa beta-catenin nuclear translocation, immunofluorescence imaging. AID 1665. nuclear translocation activity, % at 5 µM. 0.3% of 190,000 active;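 active = nuclear translocation activity above 50% at 5 µM, with a well cell count of 50 or more; inconclusive = wells under 50 cells across six images, flagged as toxic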;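 note: per-cell ratio of nuclear to cytoplasmic median beta-catenin stain intensity; plate controls were DMSO negative control for no effect and GSK-3 inhibitor IX positive control for full effect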
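Test system: human HeLa cell line; Doses: 5 µM primary, 0.02–20 µM confirmation; Incubation: 24 h compound exposure, 37°C; Detection: beta-catenin immunofluorescence imaging with DAPI; Read-out: beta-catenin nuclear/cytoplasmic ratio, % activation.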
Myeloid diff 2 = compounds promoting myeloid differentiation. 1% of 360,000 active. ER-HoxA9 myeloid progenitors, lysozyme-GFP differentiation, flow cytometry. calls only at 10 µM;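 active = normalized GFP-positive differentiation at or above the plate's own cutoff, the solvent-only control mean plus 3 SD; inconclusive = no clear call, values can overlap the other calls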;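 note: cells exposed to compound for four days before flow analysis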
WT yeast gro inh = growth inhibition of WT yeast, mitochondrial fusion screen | mitochondrial fusion phenotypic screen, WT strain | 2.1% of 190,000 active | inhibition, % at 10 µM | AID 1362; in the data active = inhibition above about 58%; tested in S. cerevisiae
Salmonella PhoP GFP = inhibitors of PhoP regulon expression, primary screen, Salmonella Typhimurium, GFP reporter (AID 1863); 0.16% of 300,000 active; inhibition, % at 50 µM; hits with a dose series show IC50 in µM; S. Typhimurium PhoP-regulated promoter GFP reporter, 4 h; higher % means a stronger effect;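 active = inhibition over 29.93%, a cutoff 3 SD above the screen mean, later confirmed by dose response; inconclusive = inhibition over 29.93% but no dose response follow-up; inactive = inhibition at most 29.93% or unconfirmed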;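 note: 0% = low Mg2+ inducing control and 100% = high Mg2+ repressing control; strong numbers were not always called active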
Rac1 GTP hydrolysis = MgcRacGAP GTPase-activating activity inhibitors, confirmation, biochemical, ADP Hunter fluorescence; 0.6% of 340,000 active; MgcRacGAP-stimulated Rac1 GTP hydrolysis, ADP Hunter fluorescence; higher % means a stronger effect; GST-tagged Rac1 F28L mutant substrate; AID 624330; one-dose inhibition, % at 30 µM; IC50 in µM for titrated hits;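 active = first-screen hits whose inhibition reached a set limit at any dose in the follow-up dose series; inconclusive = inhibition above the set first-screen limit but never retested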;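 note: fluorescence reports GDP produced by GAP-driven GTP hydrolysis; strong numbers were not always called active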
SV40 large T antigen = SV40 large T antigen inhibitors, biochemical (AID 1903); SV40 large T antigen ATPase/helicase inhibition assay; higher % means a stronger effect; inhibition, % at 20 µM; hits with a dose series show IC50 in µM; 0.39% of 310,000 active; in the data active = a potency from the dose series; inconclusive = inhibition mostly from about 32% at the one dose, without a potency; inactive = the rest, 99 in 100 with inhibition below about 32%; note: strong numbers were not always called active
RSV antiviral HEp-2 = inhibition of RSV-induced cytopathic effect – HEp-2 cells, primary 10 µM value included (AID 2391); HEp-2 cells, RSV-induced CPE inhibition; higher % means a stronger effect; 0.13% of 310,000 active; CPE inhibition, % at 10 µM; hits with a dose series show IC50 in µM; in the data active = a potency from the dose series; inconclusive = CPE inhibition mostly from about 23% at the one dose, without a potency; inactive = the rest, 99 in 100 with CPE inhibition below about 21%; note: strong numbers were not always called active
West Nile virus CPE = West Nile virus antiviral activity, cell-based, CPE readout (AID 1621). 0.02% of 290,000 active. one-dose CPE inhibition, % at 10 µM; IC50 in µM for titrated hits. West Nile virus-infected cells, CPE inhibition; higher % means a stronger effect; in the data active = a potency from the dose series; inconclusive = CPE inhibition mostly from about 3.7% at the one dose, without a potency; inactive = the rest, 99 in 100 with CPE inhibition below about 2.2%; note: strong numbers were not always called active
T cell modulator = modulates CD8 T cell binding to vesicles; calls only at 7 µM; 0.068% of 330,000 active; 2C CD8+ T cell-vesicle binding, flow cytometry; hits give low values;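 active = response, share of CD8 T cells binding vesicles, and their 90th percentile fluorescence all below set limits, cut at about 80% in these data, passing the limit was not always enough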
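Material: murine 2C transgenic CD8+ T lymphocytes / Also added: QL9-peptide-loaded Drosophila micro-vesicles bearing Ld, ICAM-1 and B7-1 / Schedule: binding step 1.5 h, 37 °C, antibody labelling 20 min, ice / Signal: flow cytometry, PE anti-B7-1 (FL2) versus Alexa647 anti-CD8 (FL8), PFA-fixed / Evaluation: percent CD8+ FL2 mean versus row control / Benchmarks: naked versus QL9-loaded vesicles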
WT yeast gro inh mutant strain = also measured in WT yeast gro inh; calls as there; inhibition, %; mitochondrial fusion phenotypic screen, mutant strain inhibition
bCat nuc transl cell count 5 µM = further read-out of bCat nuc transl, marked with its call; cell count; measured here: cell count, cytotoxicity flag
T cell modulator vesicle-bound % = recorded beside T cell modulator, whose call it bears; double positive events, %; measured here: CD8+ vesicle-bound cell fraction;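 binding gate set so that unloaded-vesicle control wells show 10% double positive cells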
Myeloid diff 2 GFP+ MAC1+ % = recorded beside Myeloid diff 2, whose call it bears; GFP+ MAC1+ double positive, %; measured here: differentiation confirmed by MAC1 staining
An asterisk follows results filed as active; i = inactive; ? = inconclusive; · = not tested or not shown.

The line under a structure holds: bCat nuc transl | bCat nuc transl cell count 5 µM | Myeloid diff 2 | Myeloid diff 2 GFP+ MAC1+ % | WT yeast gro inh | WT yeast gro inh mutant strain | Salmonella PhoP GFP | Rac1 GTP hydrolysis | SV40 large T antigen | RSV antiviral HEp-2 | West Nile virus CPE | T cell modulator | T cell modulator vesicle-bound %
O=C(CCCc1c[nH]c2ccccc12)Nc1ccc(S(=O)(=O)Nc2ncccn2)cc1
    0.2 | 962 | i | 0.6 | · | · | 2% | 5% | 10% | 1.6% | 0.2% | i | 30
Cc1c(NS(=O)(=O)c2cc(C(=O)NCc3cccnc3)cc(Cl)c2Cl)c(=O)n(-c2ccccc2)n1C
    · | · | i | 1.1 | · | · | 6% | 7% | -2% | -1.4% | · | i | 13
Cc1csc(SCC(=O)NC2CCCC2)n1
    · | · | i | 0.7 | · | · | · | 4% | · | 1.1% | · | i | 41
O=C1CCc2cc(S(=O)(=O)Nc3ccccc3)cc3c2N1CCC3
    · | · | i | 0.4 | · | · | 3% | 9% | 5% | 2.3% | · | i | 41
N#Cc1c(NC(=S)NC(=O)C2CCCC2)sc2c1CCCCC2
    -1.4 | 1092 | i | 0.4 | 66* | 5.2* | -14% | 8% | 3% | 19% | -1.6% | i | 41
O=C(CCc1nnc(CCCCc2ccccc2)o1)NCc1cc(F)ccc1F
    2.8 | 1031 | i | 0.6 | 13 | -12 | 3% | 10% | 6% | 1.7% | -0.5% | i | 29
COC(=O)c1cn(C(=O)c2ccc(C)cc2C)c2ccccc12
    -2.0 | 1219 | ? | · | 61* | 56* | 5% | 0% | 0% | 2.6% | -0.2% | i | 34
COc1ccc(OC)c(NC(=O)c2cc(OC(C)=O)cc(C(=O)Nc3cc(OC)ccc3OC)c2)c1
    · | · | i | 0.8 | · | · | -3% | -5% | 14% | 15% | -0.3% | i | 55
COc1cc(NC(=O)c2ccco2)c(OC)cc1NC(=O)Nc1cccc(Cl)c1
    -1.7 | 915 | i | 4.9 | 21 | 9 | 8% | 22% | 3% | -0.2% | 1.0% | i | 30
CCCn1c(N)c(C(=O)CSc2nnc(C3CC3)n2-c2ccccc2)c(=O)[nH]c1=O
    · | · | i | 1.0 | · | · | · | 8% | · | 1.8% | · | i | 36
COc1cc2c(N3CCOCC3)cc(O)c(CC(=O)Nc3ccccc3)c2cc1OC
    0.7 | 1068 | i | 0.4 | 1 | 0 | -26% | 6% | 13% | 0.7% | 0.3% | i | 42
Cc1ccc(Cn2nnc3c(=O)n(CC(=O)c4ccccc4)cnc32)cc1
    -0.6 | 1053 | i | 1.9 | 8 | 0 | 15% | 2% | 4% | -0.6% | -0.1% | i | 9
CC(OC(=O)c1ccccn1)C(=O)Nc1ccc(C(F)(F)F)cc1 (stereo unspecified)
    · | · | i | 0.9 | · | · | · | 2% | · | 3.1% | · | i | 8
c1cnn(-c2cncc(-n3cccn3)n2)c1
    -0.4 | 957 | i | 0.2 | -4 | 11 | 9% | 0% | 0% | 1.1% | 0.7% | i | 52
Cc1cccc(NC(=S)N2CCN(C(=O)c3ccco3)CC2)c1C
    · | · | i | 0.7 | · | · | 11% | 3% | 7% | 0.5% | -0.4% | i | 40
C=CCn1c2ccccc2c2nn(C)c(=S)nc21
    · | · | i | 0.4 | · | · | 9% | · | -1% | 5.5% | -0.6% | i | 8
O=C(CO/N=C1\CCCc2nonc21)Nc1ccc(Br)cc1
    -0.6 | 1081 | i | 0.5 | 0 | 3 | 4% | 12% | 8% | 9.4% | -0.6% | i | 16
Cc1cccc(C)c1NC(=O)N1CC(C)OC(C)C1 (stereo unspecified)
    · | · | i | 0.5 | · | · | -4% | 8% | 6% | 1.2% | 1.7% | i | 22
COc1ccccc1Oc1ccc(N/C=C/C(=O)C(C)(C)C)cc1
    0.0 | 1537 | i | 0.6 | -14 | 1 | 5% | 11% | 0% | 1.2% | -0.6% | i | 61
Cc1cc(C)c(C(=O)CSc2nnc(C)c(=O)[nH]2)cc1C
    -3.6 | 1114 | i | 0.2 | 6 | 2 | 3% | -2% | -15% | 3.2% | 1.4% | i | 23
CCn1c(C)nc([N+](=O)[O-])c1Sc1ccc(F)cc1
    0.5 | 981 | i | 0.6 | 3 | 6 | 6% | 2% | 1% | 0.5% | -0.1% | i | 62
O=C(Nc1cccc2ccccc12)C1CCN(C(=O)NCc2ccccc2)CC1
    1.2 | 1355 | i | 1.1 | 7 | 13 | -13% | 9% | 11% | 7.0% | 0.2% | i | 52
COc1c(/C=N/NS(=O)(=O)c2ccc(C)cc2)c(CCN(C)C(C)=O)cc2c1OCO2
    1.7 | 1286 | i | 0.7 | · | · | 1% | 8% | 10% | 5.0% | -0.4% | i | 41
CC(CC(=O)OCC(=O)NCc1ccc(Cl)cc1)c1ccccc1 (stereo unspecified)
    · | · | i | 1.1 | · | · | · | 9% | · | 1.3% | · | i | 39
COc1ccc(-c2oc3ccc(-c4cc(OC)c(OC)c(OC)c4)cc3c2C(=O)c2ccc(OC)nc2)cc1
    · | · | i | 1.0 | · | · | 2% | 4% | 12% | -1.0% | 0.0% | i | 13
Cn1c(N=Nc2ccccc2)nc2ccccc21
    9.5 | 361 | i | 1.8 | 86* | 78* | -2% | 8% | 22% | 1.2% | -1.3% | i | 42
O=C(Cn1cnc2cc([N+](=O)[O-])ccc2c1=O)Nc1ccccc1Cl
    2.0 | 1108 | i | 1.0 | · | · | -11% | -10% | 11% | -1.2% | -0.1% | i | 26
Cc1cccc(NC(=S)NC2CCCCCC2)c1C
    -0.1 | 540 | i | 0.2 | 67 | 74 | -5% | 7% | 12% | 5.5% | -1.9% | i | 42
COc1ccc2c(c1)CCc1c(C(=O)N3CCOCC3)noc1-2
    -0.7 | 1075 | i | 1.0 | 1 | 7 | 1% | 6% | 2% | 4.8% | -0.6% | i | 53
CCc1ccccc1NC(=O)CN(C)S(=O)(=O)c1ccc(-c2ccc(=O)[nH]n2)s1
    · | · | i | 3.5 | · | · | -15% | 17% | 8% | 2.5% | -0.4% | i | 6
CCOC(=O)c1sc2nc(C)cc(C)c2c1NC(=O)c1ccco1
    -4.7 | 977 | i | 1.1 | 0 | -9 | 11% | 11% | 24% | 1.6% | -0.4% | i | 33
CN1CCN(c2cc(N3CCN(C(=O)c4ccco4)CC3)c3c4c(onc24)-c2ccccc2C3=O)CC1
    · | · | i | 2.6 | · | · | -7% | 14% | 15% | 1.3% | -0.5% | i | 5
CC(C)(C)c1ccc(OCC(=O)NNC(=O)C2CCCO2)cc1 (stereo unspecified)
    -0.3 | 1589 | i | 0.0 | 19 | 10 | · | -19% | · | 1.4% | -0.2% | i | 55
O=C(COC(=O)CCS(=O)(=O)c1ccc(Cl)cc1)Nc1ncc(Cl)cc1Cl
    -5.9 | 1025 | i | 0.9 | -3 | 9 | -4% | -1% | -2% | 2.4% | 0.7% | i | 41
CN1CCN(CC(=O)N2CCn3c4c(c5cc(C6CCCCC6)ccc53)CCCC42)CC1 (stereo unspecified)
    · | · | · | · | 97 | 98 | 4% | 13% | 1% | -3.6% | -0.5% | i | 11
c1ccc2c(-c3nnc4n3CCCCC4)c[nH]c2c1
    0.5 | 1116 | i | 4.2 | -13 | -11 | -1% | -1% | 11% | 2.1% | -0.6% | i | 8
CCCS(=O)(=O)N1CCN=C1SCc1cccc(F)c1
    · | · | i | 4.4 | · | · | -5% | 20% | 21% | -1.1% | 0.1% | i | 10
CCSc1nnc(NC(=O)C2C3CCC(C3)C2C(=O)O)s1 (stereo unspecified)
    1.1 | 1485 | i | 0.3 | 1 | 7 | -2% | 4% | 11% | 2.7% | 0.0% | i | 53
CCOc1ccc(NC(=O)NC(C)c2ccc3c(c2)OCO3)cc1 (stereo unspecified)
    · | · | i | 1.8 | · | · | -1% | 4% | 25% | 1.9% | -0.2% | i | 66
COc1ccc(OCc2n[nH]c(=S)n2Cc2ccco2)cc1
    0.8 | 1039 | i | 0.0 | -3 | 23 | 5% | 6% | 18% | 2.7% | 1.4% | i | 35
COCCCn1c(SCc2cccc(OC)c2)nc2cc(OC)c(OC)cc2c1=N
    · | · | i | 0.7 | 1 | -16 | -4% | 5% | 3% | 1.5% | -0.4% | i | 15
Cc1ccc(CNS(=O)(=O)c2c(C(=O)N3CCCCC3)c(C)n(C)c2C)cc1
    · | · | i | 7.0 | · | · | -9% | 8% | 13% | 0.2% | 1.2% | i | 10
COCCn1c(SCC#N)nnc1-c1ccccc1O
    -0.3 | 1044 | i | 0.7 | -6 | -7 | -7% | 6% | 2% | 2.5% | 0.7% | i | 5
COC(=O)N1C(=O)[C@](c2ccc(OC)cc2)(C(C)C)N1C(=O)OC
    · | · | i | 2.6 | · | · | · | 10% | 11% | 1.7% | -0.8% | i | 5
CSCCC(N=C1NS(=O)(=O)c2ccccc21)C(=O)NCCc1ccccc1 (stereo unspecified)
    · | · | i | 1.4 | · | · | 7% | 8% | 13% | 7.1% | -0.1% | i | 11
CCc1ccc(NC(=S)NC2CCN(Cc3ccccc3)CC2)cc1
    0.9 | 924 | i | 0.5 | 23 | 34 | -8% | 2% | 10% | 8.1% | -1.8% | i | 40
COc1ccccc1NC(=S)N(CCCN1CCOCC1)Cc1ccccn1
    -1.9 | 1165 | i | 0.4 | -15 | 8 | -12% | 4% | 13% | 1.4% | -0.9% | i | 59
CCCc1oc(C(=O)O)cc1CN1CCOCC1
    · | · | i | 8.1 | 0 | 4 | 0% | 10% | 14% | 5.6% | 0.2% | i | 10
NC(=NCCc1c[nH]c2ccccc12)NC(=O)c1ccc(Cl)cc1
    -1.9 | 962 | i | 0.9 | 15 | 16 | 3% | 1% | 22% | 12% | -0.2% | i | 44
